From PubChem BioAssay
FXIa inh mix: FXIa protease inhibitors in compound pools, primary screen, biochemical, 10-compound mixtures | Coagulation factor XI (Homo sapiens), P03951 | purified FXIa, fluorogenic substrate, pooled mixtures | 62,000 compounds, 0.19% hits | inhibition, % at 5 µM; in the data active = inhibition above about 20%, passing the limit was not always enough;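 also: each value is inhibition by a whole ten-compound pool holding the compound; 0% = enzyme with no mixture and 100% = wells lacking enzyme; strong numbers were not always called active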
Target sequence (P03951 19-387 limits assumed): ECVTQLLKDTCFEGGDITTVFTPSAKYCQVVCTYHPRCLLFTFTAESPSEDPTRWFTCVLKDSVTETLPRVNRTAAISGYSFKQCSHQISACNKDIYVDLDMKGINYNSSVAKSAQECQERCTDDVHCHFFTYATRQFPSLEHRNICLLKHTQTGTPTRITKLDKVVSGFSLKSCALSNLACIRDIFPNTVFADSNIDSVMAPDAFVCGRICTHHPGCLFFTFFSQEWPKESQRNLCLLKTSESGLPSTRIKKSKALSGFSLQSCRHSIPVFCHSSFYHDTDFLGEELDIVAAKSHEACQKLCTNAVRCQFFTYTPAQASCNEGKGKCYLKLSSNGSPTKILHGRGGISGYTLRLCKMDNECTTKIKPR
Target sequence (P03951 388-625 limits assumed): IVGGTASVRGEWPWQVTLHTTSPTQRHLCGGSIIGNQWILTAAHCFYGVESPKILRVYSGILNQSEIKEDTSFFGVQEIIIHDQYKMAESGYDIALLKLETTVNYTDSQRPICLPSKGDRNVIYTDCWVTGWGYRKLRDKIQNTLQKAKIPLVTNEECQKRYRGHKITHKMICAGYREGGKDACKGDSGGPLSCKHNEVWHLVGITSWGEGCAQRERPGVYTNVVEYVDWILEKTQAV
CatS block: inhibitors of human cathepsin S, biochemical, compound mixtures; 62,000 compounds, 0.06% hits; AID 501, 2006; P25774; inhibition, %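 (tested at 5 µM per compound within 10-compound mixtures)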; recombinant cathepsin S, AMC dipeptide fluorescence, pooled mixtures; in the data active = inhibition above about 32%, passing the limit was not always enough;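 also: 0% = enzyme without compound and 100% = blank without enzyme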
Target sequence (P25774 115-331 limits assumed): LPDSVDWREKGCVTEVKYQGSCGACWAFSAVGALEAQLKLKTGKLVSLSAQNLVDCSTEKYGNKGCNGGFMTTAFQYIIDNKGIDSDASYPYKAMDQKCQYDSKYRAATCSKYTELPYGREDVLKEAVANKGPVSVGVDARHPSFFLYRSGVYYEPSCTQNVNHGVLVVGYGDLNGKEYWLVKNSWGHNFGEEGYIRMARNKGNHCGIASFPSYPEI
CatB mix inh: cathepsin B inhibitors from pooled compounds, primary screen, biochemical, compound mixtures, AMC fluorescence. P07858. Purified cathepsin B, AMC dipeptide fluorescence. inhibition, %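 (ten-compound pools at 5 µM per compound and 50 µM total)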. 62,000 compounds, 0.06% hits; in the data active = inhibition above about 22%, passing the limit was not always enough;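 also: 0% = enzyme without compound and 100% = no enzyme blank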
C1s inh: complement C1s protease inhibitors, primary screen, biochemical, 10-compound mixtures. Complement C1s subcomponent (Homo sapiens), P09871. purified C1s, fluorogenic AMC substrate, pooled mixtures. mean inhibition % of two 10-compound mixtures (active compounds read high), % at 5 µM (by protocol). 62,000 compounds, 0.16% hits. AID 538, 2006;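 active = inhibition above 20% in each of the two 10-compound mixture wells holding the compound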;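 also: 0% = enzyme wells lacking compound mixture and 100% = no-enzyme blank wells; some compounds called inactive have numbers as strong as hits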
E coli RNAP: E. coli RNAP inhibitors, biochemical; inhibition, %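 (tested at 10 µM)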; 62,000 compounds, 0.2% hits; DNA-directed RNA polymerase subunit beta (Escherichia coli (strain K12)), P0A8V2; AID 559, 2006; E. coli RNA polymerase, fluorescence transcription assay; in the data active = inhibition above about 20%;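 also: 0% = enzyme without compound and 100% = no enzyme blank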
CatG inh: human cathepsin G inhibitors, primary screen, biochemical, pooled compound mixtures, AMC fluorescence; P08311; inhibition, % at 5 µM (by protocol); 62,000 compounds, 0.2% hits; AID 581, 2007; purified enzyme, AMC-tetrapeptide fluorescence;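 active = inhibition above 20% in each of the two mixture wells holding the compound; inactive = inhibition of 20% or less in either well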;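 also: 0% = enzyme control without mixture and 100% = blank lacking enzyme; strong numbers were not always called active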
Target sequence (P08311 21-244 limits assumed): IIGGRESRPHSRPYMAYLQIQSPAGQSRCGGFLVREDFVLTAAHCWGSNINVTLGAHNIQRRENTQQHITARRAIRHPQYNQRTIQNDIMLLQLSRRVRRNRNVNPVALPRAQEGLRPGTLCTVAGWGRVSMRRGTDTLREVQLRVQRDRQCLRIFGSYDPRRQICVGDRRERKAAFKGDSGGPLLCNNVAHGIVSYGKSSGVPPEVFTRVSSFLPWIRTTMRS
CatB inh: human cathepsin B inhibitors, primary screen, biochemical, fluorogenic substrate | P07858 | purified cathepsin B, fluorescence | inhibition, %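 (tested at 10 µM)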 | 63,000 compounds, 0.1% hits; in the data active = inhibition above about 21%;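 also: 0% = enzyme with no compound and 100% = no enzyme blank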
AP ELISA ortho: alternative complement pathway inhibitors, primary screen, biochemical, ELISA, human serum, orthogonally pooled compounds; LPS-coated ELISA, C3 deposition; tested in compound mixtures; inhibition, % at 5 µM; 62,000 compounds, 0.08% hits; AID 1235, 2008;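 active = inhibition above 30% in each of the two pooled mixtures holding the compound, so the lower value exceeds 30%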;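 also: 0% = serum in Mg-EGTA without compound and 100% = EDTA serum blank; some compounds past the cut are filed as inactive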
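Test system – human serum alternative complement pathway, C3 deposition on LPS-coated wells · Buffer or medium – diluted human serum in Mg2+-EGTA GVB++ · Compound dosing – 5 µM each compound, pools of ten, 50 µM per pool · Schedule – 1 h serum-compound exposure at 37 °C · Measured by – Anti-C3 ELISA, OD 450 nm · Read-out basis – percent inhibition of C3 deposition onto LPS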
CatL block: inhibitors of human cathepsin L, biochemical; 58,000 compounds, 0.17% hits; inhibition, %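 (tested at 10 µM)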; purified cathepsin L, fluorogenic substrate, fluorescence; Procathepsin L (Homo sapiens), P07711; in the data active = inhibition above about 45%;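 also: 0% = enzyme with no compound and 100% = no enzyme blank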
An asterisk follows results filed as active; · = not tested or not shown. Some of the compounds tested (hit frequency here may not be typical).

Order of results: FXIa inh mix	CatS block	CatB mix inh	C1s inh	E coli RNAP	CatG inh	CatB inh	AP ELISA ortho	CatL block
> COc1ccc(S(=O)(=O)N2CCN(CC(=O)Nc3ccc(F)c(F)c3)CC2)cc1
 : 7	0	5	11	11	13	5	6	8
> c1ccc(OCCn2c(-c3ccco3)nc3ccccc32)cc1
 : 0	-6	1	-13	-7	-15	2	-14	-6
> CC(C)Cc1cc(C(=O)NCc2cccs2)no1
 : 4	-5	-1	-40	5	-4	-1	8	·
> CCCCCCn1c(CN2CCN(C(=O)c3ccco3)CC2)nc2c1c(=O)n(C)c(=O)n2C
 : 8	7	4	16	4	11	1	8	-2
> CN(CC(=O)Nc1ccc(F)c(Cl)c1)S(=O)(=O)c1cccc2nsnc12
 : 5	-5	2	13	10	11	3	-3	10
> O=C1C2(c3ccccc3)CN(CCCO)CC1(c1ccccc1)CN(CCCO)C2
 : -25	-12	-8	-186	7	-14	2	0	12
> COCCn1c(=O)[nH]c2cc(C(=O)NC3CCCCCC3)ccc2c1=O
 : 8	11	0	-43	8	-2	2	7	-2
> CN1CCN(c2nc3c(c(=O)[nH]c(=O)n3C)n2CC(N)=O)CC1
 : 5	1	4	9	5	9	2	6	14
> CCNC(=O)N1C(=O)C2(OCCO2)c2ccccc21
 : -3	-2	2	-29	-6	-13	5	-23	-2
> CCC(=O)N1CCc2cc(S(=O)(=O)NC(Cc3ccccc3)C(=O)NC3CCCC3)ccc21 (centres undefined)
 : -8	-4	-1	3	4	9	5	11	-10
> O=C(NCc1cccs1)C1CCN(S(=O)(=O)c2cccc3nsnc23)CC1
 : 0	-1	-3	-17	10	0	-6	-4	12
> CCCCn1c(SCC(=O)NCc2ccco2)nc2ccc(N3CCOCC3)cc2c1=O
 : 6	11	5	-15	3	-4	2	19	-10
> COc1cccc(NC(=O)c2cn(C)c(=O)c3cc(OC)c(OC)cc23)c1
 : 5	-5	-1	0	-4	-4	3	3	-1
> CCCn1nnc(NC(=O)c2sc3ccccc3c2Cl)n1
 : 4	-8	3	-9	-3	-10	1	-7	1
> O=C(NCCCN1CCN(Cc2ccccc2)CC1)C1CCN(S(=O)(=O)N2CCCC2)CC1
 : 9	18	8	-26	6	2	-1	7	17
> COc1ccccc1OC(=O)c1ccc(SC)cc1OC
 : -1	-15	2	-7	6	7	1	2	9
> Nc1nonc1/C(=N/O)N1CCN(CCO)CC1
 : 7	-12	5	16	7	11	0	12	1
> N#Cc1nc(-c2cccs2)oc1N1CCN(Cc2ccccc2)CC1
 : 7	-2	3	-2	6	5	1	13	-20
> CCn1c(=O)n(CC(=O)N(C)Cc2ccccc2)c(=O)c2ccccc21
 : -10	-10	-1	-37	5	3	-1	-2	11
> CC(=O)c1c(O)cc(C)n(Nc2nc(C)cc(C)n2)c1=O
 : -14	-7	0	-31	10	-1	3	10	4
> CC(C)CC(c1nnnn1CCc1ccccc1)N1CCN(C(=O)c2ccco2)CC1 (centres undefined)
 : 9	6	6	0	8	2	-3	-2	13
> CCC1CCCCN1C(=O)C1CC(c2cc(Cl)c(OC)cc2OC)=NO1 (centres undefined)
 : 7	-11	5	-1	3	-7	3	19	-5
> O=C(C1COc2ccccc2O1)N1CCN(c2ccc(F)cc2)CC1 (centres undefined)
 : 1	3	-5	-3	5	8	2	-2	15
> c1cc(-c2noc(CC3CCCCC3)n2)ccn1
 : 3	-4	2	11	4	11	7	13	-7
> CC(C)C(=O)Nc1ccc(NC(=O)c2cccs2)cn1
 : 6	-8	-4	-3	-10	0	-5	27	-8
> CCN(C(=O)CSc1nnc(-c2ccccc2Cl)n1C1CCCC1)C1CCS(=O)(=O)C1 (centres undefined)
 : 5	1	6	6	5	0	1	13	·
> COC(=O)C1=C(C)N(C)C(C)=C(C(=O)OC)C1c1ccccc1C
 : 24*	-4	4	10	8	9	2	-1	11
> Cc1cccc(N(CC(O)CN(C)C)S(=O)(=O)c2ccccc2)c1 (centres undefined)
 : 4	22	4	-25	3	0	4	-23	-1
> COc1ccccc1C(=O)Nc1nnc(-c2ccc(F)cc2)o1
 : 6	-10	3	13	9	13	1	19	22
> CCOc1ccc(N(CC(=O)Nc2ccc(C)c(C)c2)S(=O)(=O)c2c(C)noc2C)cc1
 : -17	-20	1	-151	8	-20	0	11	13
> COc1cc(-c2c(C#N)c(N)nc3c2CCCC3)ccc1O
 : -7	-1	0	-34	3	5	4	13	12
> Nc1ccc(-n2c(N)c(C(=O)NCc3ccc4c(c3)OCO4)c3nc4ccccc4nc32)cc1
 : -1	1	8	-40	5	-1	-2	4	-22
> Cc1cc(C)n(-c2nc(NCC3CCCO3)c3c4c(sc3n2)COC(C)(C)C4)n1 (centres undefined)
 : -5	1	-3	-8	-5	18	1	22	·
> Cc1cc(C)n(-c2ccc(OCC(=O)O)nn2)n1
 : -1	13	-1	-38	6	-7	2	-4	7
> CC(C)OC(=O)CSc1nnc(-c2ccc(Cl)cc2)n1N
 : 0	3	-4	1	8	6	3	-3	·
> CCCOc1ccc(NC(N)=O)cc1OCCC
 : -4	-5	3	13	7	8	7	20	0
> O=C(Cc1ccc(S(=O)(=O)N2CCOCC2)s1)Nc1ccc2c(c1)CCC2
 : 1	1	7	2	6	-3	0	0	2
> O=C(NCc1cccs1)c1nc2ncccn2n1
 : 0	5	-4	4	2	11	4	26	·
> CC(=O)c1ccc(Nc2nc(C)nc3c2oc2ccccc23)cc1
 : 13	11	-1	2	9	6	2	2	-5
> COC(=O)c1cc(OC)c(OC)cc1NC(=O)CN1CCCCC1
 : 3	0	7	5	3	0	-1	20	5
> CCNC(=O)C(C)Sc1ccc(Cl)cc1 (centres undefined)
 : 5	-3	2	3	1	-2	1	13	-4
> CCOC(=O)Oc1ccc2oc(C)c(C(=O)OCCOC)c2c1
 : -3	-9	-5	-72	-2	-8	0	-3	7
> Cc1ccccc1OCC(O)Cn1c(NCCN(C)C)nc2c1c(=O)n(C)c(=O)n2C (centres undefined)
 : 10	5	2	15	9	12	0	12	14
> CCN(C(=O)CSc1nnc(Cn2nnc3ccccc32)o1)c1nc(-c2ccccc2)cs1
 : 0	-2	-1	-10	5	-2	1	3	3
> CCC(Sc1nc(N)c(NC(=O)c2ccc(OC)c(OC)c2)c(=O)[nH]1)C(=O)OC (centres undefined)
 : -21	-4	-8	-231	9	-22	1	13	7
> Cc1ccc(S(=O)(=O)N2CCSC2c2ccco2)cc1 (centres undefined)
 : 3	6	-3	-3	7	3	-5	-1	7
> OC(CNCCCN1CCCCC1)COc1ccccc1 (centres undefined)
 : 5	4	-4	-2	6	8	0	6	·
> CCC(C)(C(=O)NC1CCCCC1)N(C(=O)C1CCC(=O)N1)c1ccc(C)cc1 (centres undefined)
 : 5	-6	2	3	0	7	0	6	-9
> CC12CC(NC(=O)N1c1ccc(C(=O)N3CCN(c4ccccn4)CC3)cc1)c1ccccc1O2 (centres undefined)
 : 1	1	7	6	2	10	7	34	0
> CCCn1nc(NS(=O)(=O)c2ccccc2)c2cc3ccccc3nc21
 : -1	-12	-5	0	-1	2	3	11	-15
> Cc1cccc(-n2c(N)cc(=O)nc2SCC(=O)Nc2ccccc2)c1
 : 7	0	3	14	9	12	3	2	-5
> COCC(C)NC(=O)c1ccc(N(C)C)cc1 (centres undefined)
 : 5	-8	0	-8	-5	-1	5	5	-2
> CCOC(=O)COc1ccc(S(=O)(=O)N2CCN(C(=O)OCC)CC2)cc1
 : 6	-10	6	-5	3	11	3	13	9
> CC1CCCCN1S(=O)(=O)c1ccc(NC(=O)c2cccc(-n3cnnn3)c2)cc1 (centres undefined)
 : 7	-5	4	11	6	10	-1	6	-6
> O=c1c2[nH]c3ccccc3c2ncn1CCN1CCCCC1
 : 7	-4	-1	-10	·	-4	·	5	·
> CCCc1n[nH]c2c1/C(=N/O)CC(c1ccccc1)C2 (centres undefined)
 : -33	-28	-16	-46	-15	-17	-4	23	-1
> CCOC(=O)c1ccccc1NC(=O)Cn1cnc2c(nnn2-c2ccc(C)cc2)c1=O
 : 7	21	4	-25	7	-7	7	0	·
> O=C(c1ccccc1)c1c[nH]c2cc3c(cc2c1=O)OCCO3
 : 5	21	6	-33	10	2	-4	13	14
> Cc1ccc(Cn2ccc(NC(=O)c3c(-c4ccccc4Cl)noc3C)n2)cc1
 : 9	6	-3	18	6	17	-1	-7	10
> CC(=O)Nc1nonc1NC(=O)CSc1nc2ccccc2o1
 : 2	-1	1	-17	-2	5	1	11	3

Next compounds:
Order of results: FXIa inh mix	CatS block	CatB mix inh	C1s inh	E coli RNAP	CatG inh	CatB inh	AP ELISA ortho	CatL block
> CCOC(=O)c1c(NC(=O)COC(=O)Cn2cnc3ccccc32)sc(C)c1C
 : 3	-5	7	1	6	0	-4	5	1
> CCOC(=O)C1CCN(C(=O)c2cc3cc4cc(OC)ccc4nc3o2)CC1
 : -5	-7	2	-32	0	4	6	12	·
> O=C(CC(c1ccccc1)c1ccccc1O)NCCN1CCOCC1 (centres undefined)
 : 10	-1	3	-8	-3	-2	1	4	-5
> COc1cc(C(=O)N2CCN(c3ncnc4sc(C)c(C)c34)CC2)cc(OC)c1OC
 : 3	11	-5	1	1	4	-5	4	-8
> CCCOc1ccc(C2C(=O)N(C3CCCCC3)CC(=O)N2CCCOCC)cc1OC (centres undefined)
 : 7	9	2	0	7	8	5	-6	·
> CC(NC(=O)CSc1nc2ccccc2c(=O)[nH]1)c1ccccc1 (centres undefined)
 : 12	5	4	3	5	1	-2	5	-4
> COC(=O)C1CCN(C(=O)Cc2ccc(OC)c(OC)c2)CC1
 : 7	13	0	-2	4	-1	1	4	14
> O=C(COc1ccccc1)N1CCN=C1SCc1cccnc1
 : 15	-6	0	12	3	23	2	13	2
> CN1CC[n+]2c(CN3C(=O)c4ccccc4C3=O)csc21
 : -33	-43	-13	-211	6	-21	4	16	10
> CCN(CC)S(=O)(=O)c1ccc(C(=O)NCc2n[nH]c(=S)n2-c2ccccc2OC)cc1
 : 5	11	6	-27	4	0	-6	9	11
> O=C(NC1CCCc2ccccc21)C1CCCN(S(=O)(=O)c2cnc[nH]2)C1 (centres undefined)
 : 7	0	0	1	6	7	3	14	·
> CCCN1CCC(N2CCN(c3cccc(C(F)(F)F)c3)CC2)CC1
 : -19	-43	-5	-56	-3	-25	3	-8	3
> COc1ccc(C2=NCC(CSc3nccc(=O)[nH]3)S2)cc1 (centres undefined)
 : -3	-3	-3	-2	1	-1	3	6	22
> COC(=O)c1ccc(CSc2nnc(NCc3ccccc3)s2)o1
 : 4	6	2	18	8	10	3	2	14
> COc1ccc(Cn2nc(C)cc2C)cc1OC
 : 2	-5	-4	-27	4	-1	3	-3	14
> COC(=O)CSc1nnc(C2COc3ccccc3O2)n1-c1ccccc1 (centres undefined)
 : 7	-2	7	3	9	1	1	12	13
> CCCCOc1ccc(-c2ncc(C(=O)OCC)c(N)n2)cc1
 : -4	7	-10	-19	10	2	·	1	5

Records listed so far marked active in FXIa inh mix:
Order of results: FXIa inh mix	CatS block	CatB mix inh	C1s inh	E coli RNAP	CatG inh	CatB inh	AP ELISA ortho	CatL block
> COC(=O)C1=C(C)N(C)C(C)=C(C(=O)OC)C1c1ccccc1C
 : 24*	-4	4	10	8	9	2	-1	11
